Source: PubChem
ABHD5 PLIN5 PPI = ABHD5-PLIN5 interaction inhibitors, primary screen, cell lysate, split luciferase complementation, luminescence; Perilipin-5 (Homo sapiens) + 1-acylglycerol-3-phosphate O-acyltransferase ABHD5 (Homo …; Split G. princeps luciferase complementation, 4 h; inhibition, % at 4 µM; hit rate 0.78% among 360,000;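 active = inhibition above the mean inhibition across every tested compound plus 3 SD, cut at about 22% in these data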;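 note: 0% = DMSO only wells and the 100% control is not disclosed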
NR2F2 inh = NR2F2 transcriptional activity inhibitors, primary screen, cell-based, luciferase reporter, HEK293T, luminescence; hit rate 0.7% among 370,000; HEK293T NGFI-A luciferase reporter; AID 686940, 2013; inhibition, % at 8.6 µM;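 active = inhibition above a per-plate cutoff, mean inhibition of test wells between control levels plus 3 SD, cut at about 38% in these data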;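 note: cells cotransfected with COUP-TFII expression vector driving the NGFI-A reporter; 0% = median of COUP-TF2 test wells and 100% = reporter-only cells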
NOD2-RIPK2 inh = NOD2-RIPK2 binding disruptors in cells, primary screen, fluorescence, CHO cells, BLA complementation. AID 624267, 2012. inhibition, % at 4.98 µM. hit rate 0.38% among 360,000. Receptor-interacting serine/threonine-protein kinase 2 (Homo sapiens), O43353. CCF4 ratio; in the data active = inhibition above about 21%;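 note: 0% = vehicle only and 100% = reference blocker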
SRC1 inh = SRC1 coactivator transcriptional activity inhibitors, primary screen, cell-based, luminescence; HEK293 GAL4-SRC1 luciferase reporter; inhibition, % at 3.6 µM; hit rate 0.12% among 360,000;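 active = inhibition above the campaign mean plus 3 SD, with each screening campaign given its own cutoff, cut at about 60% in these data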;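 note: 0% = DMSO treated cells and 100% = gossypol at 36 µM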
TROY signal inh = inhibitors of TROY-driven NF-kB signaling, primary screen, Q293 LMP1-TROYcd cells, NF-kB luciferase, uHTS; Q293 LMP1-TROYcd NF-kB luciferase reporter, 4 h; inhibition, % at 10 µM; hit rate 0.98% among 360,000; AID 1347056, 2019;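 active = compounds whose plate-normalised and pattern-corrected inhibition of the luciferase reporter signal at the single screening dose is 50% or more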
NCOA2 inhibitor = inhibition of GAL4-SRC2 driven luciferase reporter, primary screen, SRC2 inhibitor project, cell-based, luminescence. AID 651957, 2012. inhibition, % at 9 µM. hit rate 0.17% among 370,000. HEK293 GAL4-SRC2 luciferase reporter;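 active = inhibition above the mean inhibition of all tested compounds plus 3 SD, set per campaign, cut at about 52% in these data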;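 note: 0% = DMSO treated cells and 100% = cells given Gossypol at 36 µM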
Target sequence (Q15596 whole entry, looked up, the tested form may be a part): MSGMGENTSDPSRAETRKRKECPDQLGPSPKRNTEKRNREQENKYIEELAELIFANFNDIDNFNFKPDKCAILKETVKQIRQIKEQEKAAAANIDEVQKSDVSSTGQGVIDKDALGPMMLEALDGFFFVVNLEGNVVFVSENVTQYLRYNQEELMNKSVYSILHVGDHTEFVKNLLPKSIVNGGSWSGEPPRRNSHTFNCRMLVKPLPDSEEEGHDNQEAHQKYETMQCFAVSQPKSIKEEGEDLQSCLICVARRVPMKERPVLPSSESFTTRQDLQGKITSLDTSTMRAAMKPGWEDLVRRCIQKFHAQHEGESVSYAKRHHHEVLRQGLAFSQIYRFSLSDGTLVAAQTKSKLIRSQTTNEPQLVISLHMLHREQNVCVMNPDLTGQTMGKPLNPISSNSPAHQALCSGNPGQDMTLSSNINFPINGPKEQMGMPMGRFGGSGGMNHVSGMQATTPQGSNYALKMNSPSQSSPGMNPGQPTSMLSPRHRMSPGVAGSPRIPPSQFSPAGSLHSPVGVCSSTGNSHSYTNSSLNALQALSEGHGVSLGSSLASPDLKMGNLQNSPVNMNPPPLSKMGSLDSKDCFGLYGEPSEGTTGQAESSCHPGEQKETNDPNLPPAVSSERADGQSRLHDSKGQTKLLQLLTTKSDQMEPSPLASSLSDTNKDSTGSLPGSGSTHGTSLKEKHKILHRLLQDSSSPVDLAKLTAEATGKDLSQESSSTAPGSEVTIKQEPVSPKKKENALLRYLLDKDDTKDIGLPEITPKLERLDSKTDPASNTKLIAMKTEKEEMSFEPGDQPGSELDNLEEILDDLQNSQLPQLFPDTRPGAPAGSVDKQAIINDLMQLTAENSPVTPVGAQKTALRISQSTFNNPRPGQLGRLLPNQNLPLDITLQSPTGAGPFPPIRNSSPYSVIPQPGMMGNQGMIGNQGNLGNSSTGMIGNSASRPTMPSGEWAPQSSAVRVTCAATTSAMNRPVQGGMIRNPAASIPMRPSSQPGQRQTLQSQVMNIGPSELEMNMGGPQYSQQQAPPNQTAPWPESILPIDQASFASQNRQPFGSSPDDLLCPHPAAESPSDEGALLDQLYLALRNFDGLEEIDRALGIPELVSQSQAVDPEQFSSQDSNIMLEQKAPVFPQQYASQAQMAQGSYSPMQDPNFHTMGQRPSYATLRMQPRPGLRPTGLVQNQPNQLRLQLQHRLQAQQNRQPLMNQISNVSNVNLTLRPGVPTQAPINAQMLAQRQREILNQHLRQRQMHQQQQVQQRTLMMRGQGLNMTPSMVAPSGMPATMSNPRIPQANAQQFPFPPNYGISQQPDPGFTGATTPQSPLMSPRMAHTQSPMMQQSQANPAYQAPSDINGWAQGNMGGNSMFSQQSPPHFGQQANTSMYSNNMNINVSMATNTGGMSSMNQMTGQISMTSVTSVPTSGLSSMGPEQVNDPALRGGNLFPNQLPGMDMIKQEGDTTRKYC
LRH-1 inv ag = LRH-1 (NR5A2) inverse agonists, primary screen, cell-based, luminescence, HEK293T, StAR-luciferase reporter. Nuclear receptor subfamily 5 group A member 2 (Homo sapiens), O00482. LRH-1 transfected, 24 h. inhibition, % at 3.6 µM. hit rate 0.13% among 360,000;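 active = inhibition above the mean inhibition of all tested compounds plus 3 SD, cut at about 73% in these data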;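 note: 0% = DMSO wells and 100% = reporter-only cells lacking LRH-1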
Granule exo inh = LAMP-1 surface exposure blockers, TALL-104 cells – cell-based, flow cytometry, MLPCN library, primary screen. TALL-104 LAMP-1 surface exposure; cells stimulated with thapsigargin and PMA. AID 651702, 2012. hit rate 0.66% among 360,000. inhibition, % at 10 µM;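 active = inhibition above about 55%, limit read from the data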
TLR9-MyD88 inh = inhibitors of TLR9-MyD88 association in cells, primary screen, cell-based, CHO, BLA complementation, fluorescence; AID 504734, 2011; CCF4 FRET ratio; inhibition, % at 4.98 µM; Toll-like receptor 9 (Homo sapiens) + Myeloid differentiation primary response protein …; hit rate 0.21% among 340,000;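 active = inhibition above the mean over all tested compounds plus 3 SD, cut at about 21% in these data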;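 note: 0% = DMSO only wells and 100% = clavulanate BLA inhibitor control wells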
TWEAK-Fn14 inh = inhibitors of TWEAK-Fn14 signaling, primary screen, luciferase reporter cells, uHTS. TWEAK-stimulated Fn14 reporter cells, luciferase luminescence, 8 h. inhibition, % at 10 µM. hit rate 2% among 360,000. AID 1159606, 2016; in the data active = inhibition above about 50%
NCOA3 inh = SRC3 coactivator transcriptional activity inhibitors, primary screen, cell-based, luminescence. inhibition, % at 3.6 µM. HEK293 GAL4-SRC3 luciferase reporter. hit rate 0.17% among 360,000. Nuclear receptor coactivator 3 (Homo sapiens), Q9Y6Q9;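 active = inhibition above a per-campaign cutoff, the mean of all compounds plus 3 SD, cut at about 60% in these data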;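 note: 0% = DMSO-treated cells and 100% = gossypol-treated cells at 36 µM; higher means less SRC3-driven luciferase light from the GAL4 reporter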
An asterisk follows results filed as active; nt = no result given. An excerpt; the hit share may differ from the screen's.

Each structure is followed by: NOD2-RIPK2 inh	NCOA3 inh	NR2F2 inh	TLR9-MyD88 inh	TWEAK-Fn14 inh	SRC1 inh	LRH-1 inv ag	Granule exo inh	TROY signal inh	ABHD5 PLIN5 PPI	NCOA2 inhibitor
O=C(Nc1cccc(Cl)c1)OC1CN2CCC1CC2 (stereo not drawn)
  -2.5	-15.3	-21.3	-7.4	-1.0	-8.8	-24.6	-2.6	37.8	7.8	-18.8
O=C1CC(=O)N(c2ccc3c(c2)OCO3)C(=O)N1
  -5.7	2.7	0.7	-1.9	-10.1	-27.2	-11.2	3.2	-21.1	19.0	-37.1
COc1ccc(-n2c(O)c(C=Nc3c(C)n(C)n(-c4ccccc4)c3=O)c(=O)[nH]c2=O)cc1
  -17.0	9.9	-5.4	1.6	-8.4	-5.2	12.2	1.5	1.3	-2.5	5.3
Cc1cc(OCC(=O)N2CCC(C(=O)O)(c3ccccc3)CC2)c2c(C)cc(=O)oc2c1
  -4.3	9.9	0.1	4.3	-9.6	-8.0	7.8	1.2	-1.8	5.4	-20.5
COc1ccc(-n2c(O)c(C=NCCCn3ccnc3)c(=O)[nH]c2=O)cc1
  0.1	-1.3	-3.0	4.2	-9.3	-6.9	-1.1	0.2	12.0	-6.2	-1.6
CC(N)C(=O)OC(C)(C)Cc1ccc(Cl)cc1 (stereo not drawn)
  -6.9	11.9	-0.4	9.8	-18.9	3.1	-6.1	-4.8	5.3	5.0	-5.2
O=C1C(=O)N(c2ccccc2)P(=O)(N(CCCl)CCCl)N1c1ccccc1
  -8.7	-86.5	-54.8	2.5	6.1	-132.1	-135.6	0.5	7.9	4.0	-52.9
C=CCN1C(=O)NC(=O)/C(=C/c2cc3c4c(c2)CCCN4CCC3)C1=O
  -1.3	16.0	15.0	3.6	-3.0	9.0	37.1	-3.9	2.6	-3.5	-1.5
CC12CC[C@H]3[C@@H](CCC4(O)C[C@H](O)CCC34/C=N/NC(=O)Cc3ccccc3)C1(O)CCC2C1=CC(=O)OC1 (stereo partly drawn)
  -2.4	9.7	-7.3	2.1	-12.0	4.7	7.4	-1.4	7.4	1.9	4.8
Cc1nc2cc([N+](=O)[O-])ccc2c(=O)n1-c1cccc(Br)c1
  -2.9	-0.9	-7.3	-7.4	-4.8	-19.1	9.6	-2.6	-53.3	-0.7	-10.9
CC1CCCN1CCC(C(N)=O)(c1ccccc1)c1ccccc1 (stereo not drawn)
  -4.7	-21.2	-15.7	-12.9	-13.6	-7.2	-19.5	-16.1	-4.8	0.5	-4.8
CNC(C(=O)c1ccccc1)C(OC(C)C)c1ccc(Cl)cc1 (stereo not drawn)
  -15.2	13.6	-1.0	-4.0	5.2	13.1	5.0	-3.6	2.8	7.3	-7.0
COc1cccc(C(c2nnnn2C(C)(C)C)N2CCC3(CC2)C(=O)NCN3c2ccccc2)c1OC (stereo not drawn)
  0.8	23.3	-25.9	nt	12.6	15.4	0.5	5.4	11.2	-4.2	-3.1
CCCCCn1c(=O)c(C(=O)Nc2cnccn2)c(O)c2ccccc21
  -0.2	2.9	-5.4	1.7	44.5	1.6	19.0	-1.5	14.7	-0.7	7.0
O=C(NC(=C(Cl)Cl)P(=O)(c1ccccc1)c1ccccc1)c1ccccc1
  -3.9	20.7	5.3	-4.2	9.0	10.7	-8.7	-0.6	17.2	0.5	-21.6
c1ccc2sc(NC3=NCCN3)nc2c1
  2.8	-32.0	-8.4	-5.7	-14.8	-42.4	-54.6	0.2	-18.1	0.6	-16.1
COc1ccc2c(c1)c(C(=O)O)c(C)n2CC(C)C
  -2.3	-11.4	5.1	-3.3	0.5	9.6	-24.1	-0.5	11.1	-4.9	15.2
O=C(C(Cc1ccccc1)NS(=O)(=O)c1cccc2nsnc12)N1CCC2(CC1)OCCO2 (stereo not drawn)
  -8.1	2.5	1.6	-5.1	12.8	-10.0	9.3	-2.1	-0.3	-0.1	-3.4
CCN(CC)C(=O)c1ccc(NC(=O)COC(=O)c2ccc(Cl)s2)cc1
  -4.0	2.4	-0.5	4.3	3.0	-2.8	12.4	-1.6	4.0	8.5	-26.6
Cc1nc2ccccc2c(=O)n1-c1ccccn1
  -1.4	11.8	-3.9	-2.0	8.1	-1.1	8.9	-1.1	18.4	0.9	-19.0
CCCNC(=O)N1[C@H]2CC[C@@H]1C(C(=O)OC)=C(c1cccc(Cl)c1)C2
  3.0	-2.0	4.3	-8.0	15.3	-22.3	-28.4	3.6	-2.1	-1.4	-25.1
N#C/C(=C\c1ccc(O)cc1)C(=O)O (tested in a mixture with another compound)
  -7.6	3.3	16.4	-4.8	-11.0	-12.5	3.9	-2.7	3.1	1.8	11.6
NC(Cc1ccccc1)c1nc(-c2ccccc2)no1 (stereo not drawn)
  3.2	-33.3	1.2	-1.7	-12.3	-37.5	-34.0	2.7	-23.5	2.0	1.9
Cc1nn(Cc2ccccc2)c(Cl)c1C(=O)Nc1ccc(OC(F)(F)F)cc1
  6.3	7.6	8.9	-7.5	-7.2	3.4	10.9	-0.3	-11.6	-8.6	-16.6
Cc1ccc2c(C)cccc2c1
  -6.2	2.0	8.7	0.6	-6.5	3.7	-6.2	-2.9	0.2	-4.7	16.5
CC1([N+](=O)[O-])COP(=O)(NC2CCCC2)OC1 (stereo not drawn)
  1.0	-19.4	-1.1	-11.5	-7.5	3.4	-6.2	-4.0	0.4	-5.8	8.5
Cc1cccc(NC(=O)C(C)N2CC=C(c3ccccc3)CC2)c1 (stereo not drawn)
  4.9	20.3	6.6	-9.1	-0.3	-3.7	15.6	-3.6	-25.2	-5.1	-11.4
CN(c1ccccc1)c1ccc([N+](=O)[O-])c2nonc12
  -5.0	-8.0	-6.8	-15.1	5.5	-8.1	8.6	-9.1	-0.2	-2.5	-12.0
Cc1cc(/C=C2\C(=O)NC(=O)N(Cc3ccco3)C2=O)c(C)n1-c1ccc(O)cc1
  0.8	-15.1	5.5	0.3	-3.4	-2.1	-16.6	0.2	-3.0	13.2	0.6
O=C1CN=C(c2ccccc2)c2c(sc3c2CCCC3)N1
  -8.0	6.6	10.1	6.8	10.7	4.8	-3.2	-4.3	4.5	0.5	15.4
C[N+](C)(C)CCc1ccc(O)cc1
  6.2	-8.5	4.2	2.0	11.6	-3.4	-5.6	3.5	-5.5	-4.0	-11.9
CC12CN3CC(c4ccccc4)(CN(C1)C31CCCCC1)C2=O
  -6.0	-4.2	-1.5	-0.1	21.1	8.3	-9.3	2.5	9.8	6.1	-2.7
Oc1c(Br)cc(Br)cc1Br
  -12.7	4.9	-9.4	-9.4	6.2	-6.3	-14.2	2.2	14.4	5.6	5.9
Cc1cc(N(CCCl)CCCl)ccc1/C=N/N=C(\N)c1cnccn1
  -15.9	-67.2	-26.1	5.8	-28.4	-82.3	-115.9	6.2	-11.9	-2.4	-40.6
CC12CN3CC(C)(CN(C1)C31CCSCC1)C2=O
  -1.6	-4.7	-3.5	3.8	23.6	-5.3	11.5	-3.4	-11.7	0.7	1.4
Cc1ccc(S(=O)(=O)CC(=O)c2cc(C)c(OC(=O)N(C)C)c(C)c2)cc1
  -5.3	2.7	2.3	-4.0	-0.8	6.6	-12.3	0.7	-11.8	-0.1	-21.2
O=C(CN1CCOCC1)c1cccc2ccccc12
  2.7	-4.3	2.3	8.6	14.7	-13.3	4.7	-1.9	-9.3	3.7	-14.4
CN1C[C@H](CO)C=C2c3cccc4[nH]cc(c34)C[C@H]21
  -3.7	0.5	-3.0	-1.6	-6.8	-16.6	28.4	13.1	-15.5	1.0	-9.1
C/C=C1/C[C@@H](C)[C@](O)(CO)C(=O)OCC2=CCN3CC[C@@H](OC1=O)[C@@H]23
  -15.4	9.6	-6.0	4.5	-12.2	-2.7	-10.2	1.7	-3.6	-7.6	-15.6
CC(=O)c1cn(Cc2ccc(C#N)cc2)c2ccccc12
  -5.4	11.8	5.9	-10.0	8.3	-37.4	15.2	2.6	19.7	-2.0	8.8
CC(C)(C)C(=O)Cn1c(NCCCl)nc2ccccc21
  -13.1	-8.5	-4.9	-6.4	-5.6	-5.1	-13.8	-1.7	20.4	1.7	10.2
CCCCP(=O)(O)c1ccccc1
  -5.0	1.8	-2.7	6.8	-11.1	-5.4	8.9	0.8	-3.3	3.8	15.8
CC1(C)CN=C(NCc2ccccc2Cl)S1
  10.1	-8.7	-4.8	8.3	-14.9	-21.1	-11.5	-2.6	-23.1	1.6	-27.7
COc1cccc(N2C(=O)NC(=O)/C(=C/c3ccc4c(c3)Cc3ccccc3-4)C2=O)c1
  4.3	-30.6	-14.4	3.7	-13.4	-63.0	-21.2	13.3	-24.7	15.3	-26.4
CN1C(=O)NC(=O)C2(Cc3ccccc3N3CCOCC32)C1=O (stereo not drawn)
  -5.0	2.7	10.3	5.3	-1.6	-6.0	26.0	-2.0	-3.2	5.0	7.7
Cc1cnc[nH]1
  -9.2	7.3	14.6	-6.4	-5.9	-7.7	2.3	1.5	6.2	-1.2	6.4
CC(=O)c1c(O)n(-c2cccc(Cl)c2)c(=O)[nH]c1=O (tested in a mixture with another compound)
  2.0	10.1	-22.7	-3.4	0.3	4.9	5.7	-0.9	9.5	12.5	-18.5
CCOc1ccccc1N1C(=O)NC(=O)/C(=C/c2ccc3c4c(cccc24)CC3)C1=O
  1.0	3.9	-1.7	-1.0	12.2	-4.3	8.4	0.7	-15.9	0.9	-14.8
CC(Cc1ccccc1)NC(=O)C(c1ccc(N)cc1)c1ccc(N)cc1 (stereo not drawn)
  -7.7	0.0	-9.0	-3.2	-2.8	-2.6	-6.0	9.0	-14.5	6.0	-54.4
ClCCNc1nc2ccc(Cl)cc2[nH]1
  0.6	-9.8	-15.0	-1.1	-1.3	-53.7	-5.8	-2.0	-20.2	9.6	-22.6
COc1ccc(CC(C)NC2CCCCCC2)cc1 (stereo not drawn)
  -0.5	-24.6	5.8	-4.5	-10.5	9.9	0.0	-1.6	-8.7	-6.6	-2.1

2 entries from above, as labelled records.
Cc1ccc(S(=O)(=O)CC(=O)c2cc(C)c(OC(=O)N(C)C)c(C)c2)cc1
  NOD2-RIPK2 inh = -5.3	NCOA3 inh = 2.7	NR2F2 inh = 2.3	TLR9-MyD88 inh = -4.0	TWEAK-Fn14 inh = -0.8	SRC1 inh = 6.6	LRH-1 inv ag = -12.3	Granule exo inh = 0.7	TROY signal inh = -11.8	ABHD5 PLIN5 PPI = -0.1	NCOA2 inhibitor = -21.2
O=C(CN1CCOCC1)c1cccc2ccccc12
  NOD2-RIPK2 inh = 2.7	NCOA3 inh = -4.3	NR2F2 inh = 2.3	TLR9-MyD88 inh = 8.6	TWEAK-Fn14 inh = 14.7	SRC1 inh = -13.3	LRH-1 inv ag = 4.7	Granule exo inh = -1.9	TROY signal inh = -9.3	ABHD5 PLIN5 PPI = 3.7	NCOA2 inhibitor = -14.4
